CXXC DNA block: qHTS Fluorescence Polarization Assay for Inhibitors of MLL CXXC domain - DNA interaction. hit rate 0.037% among 290,000. Potency, µM (top dose mostly 115 µM), without a hit: at the top dose activity change, negative = inhibition, actives largely listed as inhibitors. Histone-lysine N-methyltransferase 2A (Homo sapiens), Q03164. MLL-CXXC / FITC-HOXA9 DNA fluorescence polarization; active = well fitted inhibition curve with a large enough effect in the polarisation, with a control signal flat, not every such curve was filed as active; inconclusive = small, poorly fitted or top-dose-only effect, or effect the other way, or a change in a side signal; inactive = no such curve, though single readings can be large or run the other way; the % refers to the polarisation; also: potency is read from the fitted curve at half-maximal effect
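Purified MLL-CXXC (added from a 7 uM solution) was preincubated 5 min at ambient with pinned compounds in 50 mM Tris-HCl pH 7.5, 50 mM NaCl, 1 mM DTT, 0.05% BSA. Fluorescein-labeled HOX-A9 DNA (50 nM solution) followed, 30 min, then polarization read.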
a7 integrin act: qHTS for Activators of Integrin-Mediated Alleviation for Muscular Dystrophy; alpha7betagal myoblasts, beta-gal FDG fluorescence, 48 h; Potency, µM (top dose mostly 38.3 µM), for inactives: at the highest dose activation, hits mostly activators; hit rate 0.064% among 350,000; AID 624291, 2012;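 also: potency is read from the fitted curve at half-maximal effect; 100% = response of the positive control SU9516; nearly all actives have a fitted effect of over 60% in size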
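alpha7betagal+/- myoblasts (passage 13, 250/well) treated 48 h at 37C with compounds at 1:260 dilution of DMSO stock. Lysed, then beta-galactosidase activity read as FDG fluorescence (ex 480/em 540) after 30 min, with pre-read for autofluorescence.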
TCR activator: Activators of T cell receptors: qHTS campaign | primary human leukocytes, anti-CD3, IL-2 HTRF, 48 h | 330,000 tested, under 10 active | Potency, µM (titrated, usually from 9.22 µM), for the others: at the highest dose activation of IL-2 secretion, actives largely listed as activators | AID 504894, 2011; also: % of control where 0% means no effect
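Readout: HTRF IL-2, Eu-cryptate/d2 antibody pair, 320nm excitation, 665nm emission. Stimulus: a-CD3 beads, no co-stimulation. Cells: primary human leukocytes. Exposure: 48 hr with compound.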
ASM inhibitor: Inhibitors of Secretory Acid Sphingomyelinase (S-ASM): qHTS | placental ASM, HMU-PC fluorogenic substrate, 60 min | AID 504937, 2011 | Potency, µM (highest dose often 57.5 µM), inactives show at the highest dose activity change, negative = inhibition, most hits filed as inhibitors | hit rate 0.006% among 340,000 | Sphingomyelin phosphodiesterase (Homo sapiens), P17405; also: potency is read from the fitted curve at half-maximal effect
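HMU-PC0 cleavage (9 uM final) by human placental ASM, 60 min at 37 °C following 10 min compound exposure at RT; stopped at pH 10, fluorescence Ex 386/Em 447 nm.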
Mito fusion yeast: qHTS Assay for Small Molecule Inhibitors of Mitochondrial Division or Activators of Mitochondrial Fusion. S. cerevisiae fusion-defective mutant growth rescue, CellTiterGlo 48 h. Potency, µM (top dose mostly 46.1 µM), for inactives: top-dose growth rescue (activation), hits mostly activators. hit rate 0.23% among 320,000. AID 485298, 2010;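 also: potency is read from the fitted curve at half-maximal effect; % of control where 0% means no effect; nearly all actives have a fitted effect of over 45% in size; temperature-sensitive fusion mutants such as fzo1-1 at 37 °C on non-fermentable ethanol glycerol medium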
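Read-out: ATP-based luminescence (CellTiterGlo, 10 min ambient) reporting growth of fusion-defective ts yeast after 48 hours at 37C on glycerol/ethanol YPEG medium in the presence of compound.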
Menin-MLL TR inh: qHTS Assay for Inhibitors Targeting the Menin-MLL Interaction in MLL Related Leukemias: Competition With Texas Red Labeled MLL-derived Mutant Peptide; Potency, µM (top dose mostly 61.6 µM), for the others: top-dose FP activity change, negative = inhibition, most hits filed as inhibitors; hit rate 0.23% among 270,000; Menin + Texas Red MLL mutant peptide, fluorescence polarization; O00255; AID 1768, 2009; active = well fitted inhibition curve with a large enough effect in the polarisation, with a control signal flat, not every such curve was filed as active; inconclusive = small, poorly fitted or top-dose-only effect, or effect the other way, or a change in a side signal; inactive = no such curve, though single readings can be large or run the other way; the % refers to the polarisation; also: potency is read from the fitted curve at half-maximal effect; % of control where 0% means no effect; many of its hits are not listed in these tables
AT treatment: qHTS Assay for Identifying a Potential Treatment of Ataxia-Telangiectasia; hit rate 0.19% among 320,000; AID 485349, 2010; […] A-T fibroblasts, KAP-1 phosphorylation AlphaLISA; neocarzinostatin DNA damage 30 min before lysis; Potency, µM (series often up to 57.5 µM), inactives show at the highest dose activation, hits mostly activators; also: potency is read from the fitted curve at half-maximal effect; % of control where 0% means no effect; nearly all actives have a fitted effect of over 45% in size
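hTERT-immortalized A-T patient fibroblasts ([…]), 500 cells/well in OPTI-MEM, 1% FBS, got compounds for 60 min, then NCS for 30 min at 37C. Lysates were then assayed for phospho-KAP-1 by AlphaLISA (anti-pKAP1 donor, anti-KAP1 acceptor beads), 6 hr at 25C.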
TSHR antagonist: Antagonists of the Thyroid Stimulating Hormone Receptor: HTS campaign | activity change, negative = inhibition, % at 11.5 µM | hit rate 0.2% among 330,000 | TSHR-expressing cells, TSH-stimulated cAMP HTRF, 2 h; stronger effect = lower value | Thyrotropin receptor (Homo sapiens), P16473;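 active = activity change below a set negative limit, meaning inhibition stronger than a set level, cut at about -70% in these data; inconclusive = activity change between two set negative limits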; also: % is scaled to controls: 0 for no effect and ±100 for the full control effect
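Read-out is FRET at 665 nm (cryptate excitation 337 nm) from a cryptate-tagged anti-cAMP antibody, competed by cell cAMP against cAMP-d2. Compounds are tested on freshly harvested TSHR cells challenged with 4nM TSH (EC80) for 2 hours at 37 deg C.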
MBNL1-CUG inh: qHTS Assay for Inhibitors of MBNL1-poly(CUG) RNA binding; TR-FRET MBNL1-His/biotin-(CUG)12 binding, 665/545 ratio; Potency, µM (series often up to 57.5 µM), without a hit: at the highest dose activity change, negative = inhibition, hits mostly inhibitors; hit rate 0.036% among 280,000; AID 2675, 2010; active = well fitted inhibition curve with a large enough effect in the signal ratio, with a control signal flat, not every such curve was filed as active; inconclusive = small, poorly fitted or top-dose-only effect, or effect the other way, or a change in a side signal; inactive = no such curve, though single readings can be large or run the other way; the % refers to the signal ratio; also: potency is read from the fitted curve at half-maximal effect; % is scaled to controls: 0 for no effect and ±100 for the full control effect
Target sequence (Q9NR56 whole entry, looked up): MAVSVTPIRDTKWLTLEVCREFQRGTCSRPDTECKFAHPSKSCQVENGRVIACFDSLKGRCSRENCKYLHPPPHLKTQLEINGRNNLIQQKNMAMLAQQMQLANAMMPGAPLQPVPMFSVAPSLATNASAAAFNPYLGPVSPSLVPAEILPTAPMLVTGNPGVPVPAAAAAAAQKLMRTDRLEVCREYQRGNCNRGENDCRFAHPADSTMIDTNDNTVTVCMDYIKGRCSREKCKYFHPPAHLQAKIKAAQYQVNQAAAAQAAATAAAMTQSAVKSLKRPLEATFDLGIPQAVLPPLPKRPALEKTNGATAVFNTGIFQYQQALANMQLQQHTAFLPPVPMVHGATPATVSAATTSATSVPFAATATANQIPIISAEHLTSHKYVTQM
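Compound titration spanned 92 nM–58 uM against the MBNL1-His/biotin-(CUG)12 complex. After 60 min at room temperature with 5 nM streptavidin-XL665 and 0.055 ng/ul terbium anti-His, ratiometric 665/545 nm emission (Ex 340 nm) normalized to controls.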
TSG101-PTAP inh: qHTS Assay for Iinhibitors of HIV-1 Budding by Blocking the Interaction of PTAP/TSG101 | 340,000 tested, under 10 active | AID 493005, 2010 | Fluorescence polarization, FITC-PTAP peptide / Tsg101 binding | Potency, µM (highest dose often 115 µM), for inactives: at the top dose activity change, negative = inhibition, most hits filed as inhibitors | Tumor susceptibility gene 101 protein (Homo sapiens), Q99816; active = well fitted inhibition curve with a large enough effect in the main read-out, with a control signal flat, not every such curve was filed as active; inconclusive = small, poorly fitted or top-dose-only effect, or effect the other way, or a change in a side signal; inactive = no such curve, though single readings can be large or run the other way; also: potency is read from the fitted curve at half-maximal effect; % of control where 0% means no effect
Target sequence (Q99816 whole entry, looked up): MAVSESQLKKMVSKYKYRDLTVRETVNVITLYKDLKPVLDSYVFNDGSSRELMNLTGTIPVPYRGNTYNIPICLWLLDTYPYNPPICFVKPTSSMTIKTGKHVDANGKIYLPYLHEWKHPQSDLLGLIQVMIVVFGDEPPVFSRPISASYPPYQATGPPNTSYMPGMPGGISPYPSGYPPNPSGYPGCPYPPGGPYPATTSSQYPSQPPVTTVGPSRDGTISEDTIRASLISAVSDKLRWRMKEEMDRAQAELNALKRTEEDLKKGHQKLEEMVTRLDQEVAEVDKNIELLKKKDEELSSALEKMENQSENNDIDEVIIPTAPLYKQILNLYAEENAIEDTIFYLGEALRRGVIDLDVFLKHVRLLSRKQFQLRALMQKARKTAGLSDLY
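Fluorescence anisotropy tracks displacement of a FITC-tagged PTAP peptide (50 nM) from the Tsg101 binding domain (10 uM), following a 20 min room-temperature incubation at pH 7.5.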
Starred values were filed as active, the others as inactive; ? = inconclusive; / = no result given; [ ] = remark or other dose. Unless noted, calls follow the shape of the dose curve; as a rule, active = well fitted curve in the direction sought with a large enough effect; inconclusive = small, poorly fitted or top-dose-only effect, or another doubt; inactive = no such curve, though single readings can be large; an effect the other way counts as inactive or inconclusive. Only part of the results is shown (hit frequency here may not be typical).

no.	SMILES	CXXC DNA block	a7 integrin act	TCR activator	ASM inhibitor	Mito fusion yeast	Menin-MLL TR inh	AT treatment	TSHR antagonist	MBNL1-CUG inh	TSG101-PTAP inh
1	COC(=O)c1cnc(Nc2ccc(Cl)cc2)c([N+](=O)[O-])c1	-7%	-6%	-1%	-1%	-8%	/	-6%	3	/	-6%
2	CCOC(=O)c1sc(=NC(=O)COc2ccccc2)n(C)c1C	13%	9%	11%	-4%	2%	12%	0%	-3	2%	0%
3	CCCCNC(=S)NNC(=O)c1c(Cl)c(C)nn1C	0%	-12%	-1%[46.1 µM]	2%	-2%	-2%	-5%	0	-7%	-2%
4	O=C(O)c1cccc(N/N=C/c2ccc(F)c(F)c2)c1	?	0%	-6%	4%	2%	23%	1%	47	21%	-5%
5	COc1cccc(Cn2c(=S)[nH]c3ccc(N4CCOCC4)cc3c2=O)c1	29%	-9%	-4%	32%	-2%	?	5%	-2	73%[activator]	-3%
6	O=C(CSc1nnc2ccc(-c3ccc(Br)cc3)nn12)NCC1CCCO1 (configuration not stated)	/	-11%	-2%	18%	-2%	/	-9%	-8	/	-9%
7	Cn1c(SCC(=O)c2ccccc2)nnc1-c1cccnc1	3%	-8%	-1%	2%	-2%	13%	0%	-6	-12%	-2%
8	O=[N+]([O-])c1ccc2nc(-c3ccccc3)cc(-c3ccccc3)c2c1	3%	6%	0%[46.1 µM]	-1%	0%	-11%	4%	0	13%	-2%
9	COc1ccc(NC(=O)c2oc3ccccc3c2NC(=O)c2ccc3c(c2)OCO3)cc1	22%	14%	5%	-7%	13%	?	6%	-2	-2%	1%
10	COc1ccnc(N2CCN(c3cccc(C(F)(F)F)c3)CC2)c1C#N	-7%	0%	-1%	0%	-4%	?	2%	-6	38%[activator]	-6%
11	COc1ccc(Cl)cc1C(=O)OCC(=O)c1ccc[nH]1	/	17%	3%	0%	5%	/	6%	-5	/	-4%
12	CCSC(=O)NC1CCCCC1	-10%	5%	-4%	6%	-3%	/	16%	0	-8%	-3%
13	COc1ccc(NC(=O)c2cncc(Br)c2)cc1S(N)(=O)=O	-4%	-2%	7%	2%	-1%	-14%	-7%	0	-3%	-5%
14	N#Cc1ccccc1Oc1ccccc1C=O	-3%	-12%	7%	4%	-3%	1%	-5%	1	0%	-10%
15	COc1ccc(CC(=O)N2CCN(c3cccc(Cl)c3)CC2)cc1OC	5%	16%	-1%	1%	8%	0%	7%	-8	0%	1%
16	CC1CCC(C(C)C)C(OCC(O)CN2CCOCC2)C1 (configuration not stated)	-2%	10%	3%	4%	-1%	/	3%	3	-1%	-8%
17	OC1CCCN(Cc2ccccc2)C1 (configuration not stated)	-5%	25%	/	5%	0%	0%	/	11	2%	-5%
18	CN1C(=O)c2ccc(NC(=O)C3CC3)cc2C1=O	7%	7%	-4%	15%	3%	/	8%	-17	?	1%
19	COc1cc(C)c(S(=O)(=O)Nc2ccc(CC(=O)O)cc2)cc1C	-2%	0%	2%[46.1 µM]	2%	-2%	2%	0%	-2	?	1%
20	CCCCCc1ccc(OCCCC[n+]2ccc(C)cc2)c(CCCCC)c1	?	-22%	-2%	?	-28%	?	6%	6	3%	-3%
21	NC(N)=Nc1cc2ccccc2c2ccccc12	0%	/	/	/	-6%	21%	-1%	23	2%	/
22	O=C1CCCC2=C1C(c1ccccc1)NC(=S)N2 (configuration not stated)	-13%	-30%	4%	-5%	-2%	?	6%	38	3%	-13%
23	CCC(=O)Nc1nc(=S)ss1	12%	-24%	5%	1%	-2%	-1%	4%	30	7%	-1%
24	CSc1ncccc1C(=O)OCc1ccc([N+](=O)[O-])cc1	0%	6%	0%	6%	-4%	25%	5%	6	6%	-4%
25	CN(C)c1nc(SCCOC(=O)Nc2ccccc2)nc(N(C)C)n1	-3%	14%	-2%	-10%	2%	15%	11%	5	-1%	-4%
26	CCCNC(=O)c1cc(-c2ccccc2)c(N2CCCCC2)s1	-15%	4%	6%	-1%	-26%	-16%	0%	-21	67%[activator]	-3%
27	CC1CCC/C(=N\NC(=S)NCc2ccccc2)C1 (configuration not stated)	10%	9%	-1%	0%	6%	-3%	2%	-4	15%	-3%
28	Oc1ccc(Cc2ccccc2)c2cccnc12	/	-57%[inhibitor]	5%	6%	/	/	/	/	/	-3%
29	COc1ccc(-c2cc(CCCC(=O)NCc3ccccn3)no2)cc1	15%	-10%	5%	4%	2%	2%[11.7 µM]	-11%	6	-20%	-1%
30	CS(=O)(=O)N(CC(=O)N1CCCC1)Cc1ccc(Cl)c(Cl)c1	2%	18%	10%	1%	-2%	-3%	10%	-4	2%	-6%
31	OCc1cn(-c2ccccc2)nc1-c1cc2ccccc2o1	-19%	-8%	-17%	-3%	9%	?	7%	1	16%	0%
32	Cc1ccc(/C=C/c2nc3sc(C(=O)O)c(C)c3c(=O)[nH]2)cc1[N+](=O)[O-]	22%	?	7%	-2%	-1%	?	2%	7	10%	-7%
33	O=C(NC(=S)Nc1ncccn1)c1ccccc1Cl	0%	-25%	-3%[46.1 µM]	1%	6%	-2%	6%	-7	0%	-1%
34	CC(=O)c1ccc(S(=O)(=O)NCC(=O)Nc2nc3ccccc3[nH]2)cc1	/	-9%	5%	5%	-1%	/	-3%	-2	/	0%
35	CC(CCc1ccccc1)NC(=O)CC(C)c1ccccc1 (configuration not stated)	-1%	21%	/	1%	1%	-13%	-5%	0	-1%	-1%
36	CC(=O)N/C(=C\c1ccccc1)C(=O)OCC(=O)Nc1ccc(C)c(S(=O)(=O)N(C)C)c1	/	-27%	8%	-7%	/	/	-3%	-10	/	1%
37	CN(CC(=O)Nc1ccc(Cl)c(C(F)(F)F)c1)C(=O)C1(c2ccccc2)CC1	/	3%	-11%	-7%	?	/	5%	-1	/	2%
38	COc1ccc(C(CNC(=O)Cc2cccs2)N(C)C)cc1 (configuration not stated)	7%	?	3%	-2%	-4%	6%	0%	3	-1%	1%
39	CC(C)[C@H](NC(=O)[C@@H]1Cc2ccccc2CN1C(=O)OC(C)(C)C)C(=O)NCC1CCC(C(=O)O)CC1 (some centres not stated)	0%	-9%	-9%	0%	1%	/	15%	-1	-9%	1%
40	O=C(c1cc(COc2ccc(F)cc2F)on1)N1CCN(C2CCCC2)C(=O)C1	0%	-11%	2%	2%	1%	-4%	-1%	-8	-5%	-3%
41	N#C/C(=C\c1cc([N+](=O)[O-])ccc1Cl)C(N)=O	-4%	-75%[inhibitor]	8%	1%	0%	4%	-4%	2	/	-3%
42	CC(C)n1ncc2c(C(=O)N3CCN(c4ccccc4)CC3)cc(-c3ccccc3)nc21	/	3%	-3%	-2%	21%	/	-5%	119	/	-1%
43	Nn1c(SCC(=O)NCCN2C(=O)CSC2=O)nnc1-c1ccc(OC(F)F)cc1	/	24%	-2%	0%	-3%	/	-1%	6	/	3%
44	Cc1c(NC(=O)c2cccc(NC(=O)Cc3c(F)cccc3Cl)c2)c(=O)n(-c2ccccc2)n1C	/	-5%	-1%	2%	-2%	/	-1%	-6	/	-6%
45	Cc1ccccc1N(Cc1cc(=O)[nH]c2ccccc12)C(=O)CCl	6%	/	/	/	-16%	?	11%	12	14%	/
46	C[C@H](CCC(=O)OCc1cn(CC(=O)c2ccc(O)cc2)nn1)C1CC[C@H]2[C@@H]3CC[C@@H]4C[C@H](O)CC[C@]4(C)[C@H]3C[C@H](O)[C@]12C (some centres not stated)	/	-6%	-4%	-18%	/	/	/	/	/	-4%
47	CCS(=O)(=O)c1ccc2oc(Nc3ccc(C(C)(C)C)cc3)nc2c1	-2%	22%	-1%	-13%	3%	32%[activator]	-2%	-20	1%	1%
48	O=C(NCc1ccccc1F)c1ccc2ccccc2n1	3%	-25%	-2%	-1%	16%	-13%	3%	0	2%	1%
